# miR122 inh: inhibitors of miR-122 in Huh7 cells | Huh7 miR-122 Renilla luciferase sensor, 48 h; neutral wells = 0, positive control = 100 | activation (reporter increase), % at 12.5 µM | 340,000 compounds, 0.3% hits;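 active = mean replicate activation score at least 90 and every replicate individually at or above 90; inconclusive = only one of the two criteria met; inactive = neither criterion met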;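 note: higher luciferase means less miR-122 activity so hits act as miR-122 inhibitors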
# DENV2 CPE: DENV2-induced cell death inhibition | AID 651640 | DENV2-infected cells, cytopathic effect rescue, plate reader | 350,000 compounds, 1.7% hits | CPE inhibition, % at 9.99 µM; in the data active = CPE inhibition above about 20%, passing the limit was not always enough; inconclusive = no clear call, values can overlap the other calls; tested in BHK-21 cells;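 note: 0% = median of neutral control wells and 100% = median of positive control wells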
# CFTR F508del cor: correctors of CFTR F508del function in bronchial epithelial cells; CFBE cells, YFP halide quenching; stimulated with forskolin plus potentiator P3; % fluorescence drop versus neutral controls; activity (quench increase), % at 7.58 µM; 350,000 compounds, 0.36% hits; AID 720511;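 active = mean added fluorescence quench of at least 8% versus neutral control, with both replicates also reaching 8%; inconclusive = only one of the mean or replicate conditions met; inactive = mean below 8% and not both replicates reaching 8%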;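 note: cells transiently co-express mutant CFTR-F508del with the halide-sensitive YFP; corrector assay measuring rescue of mutant channel to the surface after 24 h compound exposure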
# ERp5 block: inhibitors of human ERp5 | ERp5 insulin aggregation, absorbance 650 nm, 90 min | 350,000 compounds, 0.05% hits | inhibition, % at 9.99 µM;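 active = mean replicate inhibition above about 25%, with every replicate also reaching it, limit read from the data, passing the limit was not always enough; inconclusive = only one of those two criteria met; inactive = neither criterion met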
# SIRT5 inh: sirtuin-5 (human) deacylase inhibition | Q9NXA8 | Purified SirT5, succinyl-peptide AMC, trypsin-coupled fluorescence | inhibition, % at 15 µM | 330,000 compounds, 1.1% hits | AID 652115; in the data active = inhibition above about 15%; inconclusive = no clear call, values can overlap the other calls
# Target sequence (Q9NXA8 whole entry, looked up): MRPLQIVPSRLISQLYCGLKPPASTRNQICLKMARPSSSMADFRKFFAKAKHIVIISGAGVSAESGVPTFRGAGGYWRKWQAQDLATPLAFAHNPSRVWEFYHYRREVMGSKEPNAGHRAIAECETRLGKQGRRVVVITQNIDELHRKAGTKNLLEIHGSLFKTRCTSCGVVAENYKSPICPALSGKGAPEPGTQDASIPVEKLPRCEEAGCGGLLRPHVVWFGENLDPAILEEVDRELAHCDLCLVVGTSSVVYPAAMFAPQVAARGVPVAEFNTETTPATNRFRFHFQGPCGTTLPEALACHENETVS
# Casp6 inh: caspase-6 (human) enzyme inhibition; P55212; purified caspase-6, Z-VEID-R110 cleavage fluorescence; inhibition, % at 12.5 µM; 350,000 compounds, 0.53% hits; AID 686996;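 active = mean inhibition across replicates at least about 35%, with every replicate also reaching that limit, limit read from the data; inconclusive = only one of the two criteria met; inactive = neither criterion met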;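 note: 0% = median of neutral control wells and 100% = no fluorescence left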
# Target sequence (P55212 24-179 limits assumed): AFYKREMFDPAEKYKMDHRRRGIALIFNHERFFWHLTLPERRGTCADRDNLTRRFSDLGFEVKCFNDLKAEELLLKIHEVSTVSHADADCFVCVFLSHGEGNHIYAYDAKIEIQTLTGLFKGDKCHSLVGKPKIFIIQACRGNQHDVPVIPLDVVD
# Target sequence (P55212 194-293 limits assumed): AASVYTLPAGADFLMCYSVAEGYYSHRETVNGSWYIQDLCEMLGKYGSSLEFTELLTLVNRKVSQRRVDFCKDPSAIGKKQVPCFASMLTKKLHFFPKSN
# ERAP1 inh: inhibitors of human ERAP1 aminopeptidase. Q9NZ08. recombinant ERAP1, Leu-AMC fluorescence, 60 min. inhibition, % at 10.7 µM. 340,000 compounds, 0.15% hits;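 active = mean replicate inhibition of at least 30%, or all replicates individually reaching that 30% level; inactive = mean below 30% and not every replicate reaching it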;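 note: 0% = neutral control wells and 100% = L-leucinethiol positive control wells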
# * = called active by the depositor; ? = inconclusive; · = no result given; & = joins results of further samples; [ ] = remark or other dose.
SMILES,miR122 inh,DENV2 CPE,CFTR F508del cor,ERp5 block,SIRT5 inh,Casp6 inh,ERAP1 inh
O=C(NCc1ccc2c(c1)OCO2)C1CCC(CNS(=O)(=O)c2cccc3nsnc23)CC1 (stereo not given),-1.8,-3.7,-3.3,-1.7,-1.2,1.2,-2.6
C[C@@H]1CN([C@H](C)CO)C(=O)c2cc(C#CCN(C)C)cnc2O[C@@H]1CN(C)Cc1ccc(C(=O)O)cc1,-6.8[16.7 µM],-2.6,·,0.1,-1.9,0.8,2.0
CCOC(=O)/C(C#N)=C/c1c(N2CCCCCC2)nc2ccccn2c1=O,1.5,8.8,0.6,-3.6,10.5,4.4,-1.5
CCC(=O)N[C@@H]1CC[C@H](CC(=O)NCc2ccccc2OC)O[C@@H]1CO,·,-5.7,-0.7,-5.6,3.7,3.7,-1.5
O=C(Nc1cccc(S(=O)(=O)N2CCOCC2)c1)c1ccc(N2CCCC2=O)cc1,-1.2,-7.3,0.8,-3.4,-0.3,-0.1,3.5
Cc1ccc(CSCC(=O)N(C)CC(=O)Nc2ccc(C)cc2)cc1,7.9,?,3.2,-2.3,-6.8,0.1,-3.9
COc1ccc(C#Cc2ccc3c(c2)[C@]2(C(=O)N3)[C@H](c3ccc(OCCO)cc3)N3[C@H](c4ccccc4)[C@H](c4ccccc4)OC(=O)[C@H]3[C@@H]2C(=O)N2CCCCCCC2)cc1,·,3.3,-3.7,3.1,0.5,-0.5,1.2
COc1ccc(-c2cc(C(=O)NCC3CCCO3)c3ccccc3n2)c(OC)c1 (stereo not given),5.1,6.2,2.4,0.5,0.9,8.5,6.8
CCC(C)[C@@H](C(=O)N1CCNCC1)n1cc(CCCN=C(N)N)nn1 (stereo not given in full),1.8,0.1,0.5,-9.2,-6.3,-7.8,-3.0
O=C(CCCC(=O)NC1CCCCC1)Nc1ccc([N+](=O)[O-])cc1,-0.7,-4.1,4.4,1.6,·,-2.0,0.3
C[C@@H]1CN([C@@H](C)CO)C(=O)Cc2cc(NS(C)(=O)=O)ccc2O[C@H]1CN(C)C(=O)Nc1cccc2ccccc12,2.9[16.7 µM],7.3,-1.5,-4.3,2.8,-0.9,4.3
Cc1cc(=O)oc(C)c1C(=O)NCC(C)C,·,·,·,4.5,4.9,-4.1,0.5
COc1ccc(/C=C/C(=O)Nc2cc(S(=O)(=O)N3CCOCC3)ccc2OC)cc1,·,17.0,0.6,-5.4,-0.2,1.6,1.4
C[C@H](CO)N1C[C@H](C)[C@@H](CN(C)C(=O)Nc2cccc3ccccc23)Oc2c(NC(=O)c3ccc(-c4nccs4)cc3)cccc2C1=O,-11.5[16.7 µM],5.4,0.6,0.9,5.1,0.0,1.6
O=C([C@@H]1[C@@H](CO)[C@@H]2Cn3c(cccc3=O)[C@H]1N2CC1CCCCC1)N1CCOCC1,·,4.9,·,-2.7,12.3,-0.6,2.1
O=C(COC(=O)/C=C/c1ccccc1[N+](=O)[O-])NC1CC1,-3.7,-6.2,-1.4,-1.2,-1.6,0.5,0.9
C[C@@H]1CN([C@@H](C)CO)C(=O)Cc2cc(N(C)C)ccc2O[C@@H]1CN(C)Cc1ccc(-c2ccccc2)cc1,-7.5[16.7 µM],-6.4,1.8,0.8,-0.1,-0.8,-1.6
COC(=O)c1sccc1NC(=O)Nc1ccccc1F,·,-7.9,·,0.4,-1.2,-1.3,-1.2
O=C(Nc1cc(Cl)ccc1-n1cncn1)c1cc(F)c(F)c(F)c1F,3.1,3.9,-0.3,-2.7,-3.7,-3.3,-3.4
Cc1[nH]c2ccccc2c(=O)c1CNCc1ccccc1,·,-2.8,0.1,8.8,1.2,1.6,-0.2
CCOC(=O)c1nc(Nc2cc(Cl)ccc2OC)c2ccccc2n1,-6.4,1.0,-2.6,4.2,-1.8,-2.7,10.0
COc1cccc(S(=O)(=O)Nc2ccc3c(c2)[C@@H]2C[C@@H](CC(=O)NCc4ccc(Cl)cc4)O[C@@H](CO)[C@@H]2O3)c1,74.0[16.7 µM],3.8&-2.9,4.6&5.0,-0.9&-1.6,5.9&9.9,3.2&-0.6,-6.1&14.6
Cc1ccccc1-c1cnc2c(c1)C(=O)N([C@@H](C)CO)C[C@@H](C)[C@H](CN(C)Cc1cncnc1)O2,7.9[16.7 µM],0.1,1.0,-0.7,-1.1,2.6,1.3
COC(=O)[C@H]1[C@H](CO)[C@H]2Cn3c(ccc(-c4ccccc4OC)c3=O)[C@H]2N1CC1CCCC1,·,-3.0,·,1.8,0.6,0.0,1.4
COc1cccc(CC(NC(C)=O)C(=O)NC2CCN(C(=O)c3ccncc3)CC2)c1OC (stereo not given),1.0,9.9,-1.3,-2.3,-2.4,-1.2,1.6
CCOC(=O)c1ccc(NC(=O)CN2CCN(C(=O)c3ccco3)CC2)cc1,·,6.0,3.1,10.6,-0.1,3.9,-1.3
O=c1c2c(-c3ccccc3)csc2ncn1/N=C/c1c2ccccc2cc2ccccc12,-4.2,11.2,-5.4,-0.5,-1.5,3.1,1.0
c1ccc(-c2nnc(NC3=NCCC3)o2)cc1,-4.5,0.7,-0.5,-0.3,-2.4,10.0,-3.9
COc1ccccc1CC(=O)Nc1ccc([N+](=O)[O-])cc1O,·,5.1,3.0,-3.6,1.3,0.1,-1.5
CCc1nnc(SCC(=O)Nc2ccccc2)n1CC1CCCO1 (stereo not given),-2.1,-0.9,-6.5,-2.5,4.6,-0.6,-2.1
C[C@H](CO)N1C[C@H](C)[C@H](CN(C)C(=O)Nc2ccccc2F)Oc2ncc(-c3cccc(F)c3)cc2C1=O,-0.4[16.7 µM],-3.1,0.0,0.4,-0.1,-0.2,3.4
CCCCS(=O)(=O)N1CCN(S(=O)(=O)c2cccs2)CC1,·,12.7,1.9,-11.3,-4.3,3.0,-4.7
COCC(=O)N[C@@H]1C=C[C@@H](CC(=O)NCc2ccc(Cl)cc2)O[C@H]1CO,·,0.6,0.1,-0.4,0.2,-2.5,1.5
COc1ccc(CN(C)C(=O)c2ccc(NC(=O)CC3SC(N4CCCC4)=NC3=O)cc2)c(OC)c1OC (stereo not given),·,0.6,-1.5,-0.3,0.7,0.5,3.3
O=C(N[C@H]1CC[C@@H](CCNS(=O)(=O)c2ccccc2)O[C@@H]1CO)c1cccc(F)c1,·,12.2,2.1,0.6,-0.2,-2.2,0.9
CN(CC(=O)NCc1ccncc1)S(=O)(=O)c1ccc(Br)cc1,2.5,-7.8,-3.1,3.8,-2.7,3.3,0.7
CN(Cc1ccccn1)Cc1nc(COc2ccccc2)no1,1.5,8.7,0.5,1.9,-0.8,-1.5,-1.6
CN1C(=O)C2(OCCCO2)c2ccccc21,-7.6,-2.4,0.2,-0.5,-1.6,-1.3,-0.9
Cc1ccc2c(c1)c1c3n2CCN(C(=O)C2CC2)C3CCC1 (stereo not given),0.8,54.4*,4.8,?,0.1,3.5,3.5
CCC(C)[C@H](NC(=O)N1CCCC1)C(=O)OC (stereo not given in full),6.2,1.4,-0.9,-0.2,-0.9,0.1,-3.1

# Quoted from the listing, 11 compounds:
SMILES,miR122 inh,DENV2 CPE,CFTR F508del cor,ERp5 block,SIRT5 inh,Casp6 inh,ERAP1 inh
O=c1c2c(-c3ccccc3)csc2ncn1/N=C/c1c2ccccc2cc2ccccc12,-4.2,11.2,-5.4,-0.5,-1.5,3.1,1.0
c1ccc(-c2nnc(NC3=NCCC3)o2)cc1,-4.5,0.7,-0.5,-0.3,-2.4,10.0,-3.9
COc1ccccc1CC(=O)Nc1ccc([N+](=O)[O-])cc1O,·,5.1,3.0,-3.6,1.3,0.1,-1.5
CCc1nnc(SCC(=O)Nc2ccccc2)n1CC1CCCO1 (stereo not given),-2.1,-0.9,-6.5,-2.5,4.6,-0.6,-2.1
C[C@H](CO)N1C[C@H](C)[C@H](CN(C)C(=O)Nc2ccccc2F)Oc2ncc(-c3cccc(F)c3)cc2C1=O,-0.4[16.7 µM],-3.1,0.0,0.4,-0.1,-0.2,3.4
CCCCS(=O)(=O)N1CCN(S(=O)(=O)c2cccs2)CC1,·,12.7,1.9,-11.3,-4.3,3.0,-4.7
COCC(=O)N[C@@H]1C=C[C@@H](CC(=O)NCc2ccc(Cl)cc2)O[C@H]1CO,·,0.6,0.1,-0.4,0.2,-2.5,1.5
COc1ccc(CN(C)C(=O)c2ccc(NC(=O)CC3SC(N4CCCC4)=NC3=O)cc2)c(OC)c1OC (stereo not given),·,0.6,-1.5,-0.3,0.7,0.5,3.3
O=C(N[C@H]1CC[C@@H](CCNS(=O)(=O)c2ccccc2)O[C@@H]1CO)c1cccc(F)c1,·,12.2,2.1,0.6,-0.2,-2.2,0.9
CN(CC(=O)NCc1ccncc1)S(=O)(=O)c1ccc(Br)cc1,2.5,-7.8,-3.1,3.8,-2.7,3.3,0.7
CN(Cc1ccccn1)Cc1nc(COc2ccccc2)no1,1.5,8.7,0.5,1.9,-0.8,-1.5,-1.6

# Next section.
SMILES,miR122 inh,DENV2 CPE,CFTR F508del cor,ERp5 block,SIRT5 inh,Casp6 inh,ERAP1 inh
COCC(=O)Nc1ccc2c(c1)C(=O)N(C)C[C@@H](OC)[C@@H](C)CN(CCc1ccccc1)[C@@H](C)CO2,·,-6.8,-1.4,1.0,-2.3,2.1,-3.1
COc1ccc(C(=O)OCC(=O)Nc2cccc(C(C)=O)c2)cc1OC,-12.5,15.5,0.9,-1.7,-4.7,-3.2,-5.0
COc1c2ccoc2cc2oc(C)cc(=O)c12,0.8,0.8,-2.0,0.1,-0.5,-1.4,0.9
O=S1(=O)c2ccc(Br)cc2N2CCC[C@@H]2CN1C1CC1,0.0,10.8,-0.1,2.8,-0.8,7.0,4.3
COc1ccccc1NC(=O)CSc1nnc2ccc(-c3cccnc3)nn12,35.6,-1.2,2.5,-1.4,-1.5,0.4,1.1
CCCCc1c(-c2ccc(Br)cc2)ncn1CCc1ccccc1OC,·,?,3.2,0.4,-3.1,-1.9,4.2
O=C(c1ccco1)N1CCN(C(=O)c2ccccc2[N+](=O)[O-])CC1,·,-5.5,-0.1,1.7,-2.2,-1.1,-0.4
Cn1c(=O)c2c(SCC(=O)Nc3ccc4c(c3)OCCO4)nc(CC(C)(C)C)nc2n(C)c1=O,-3.5,2.7,-1.0,-8.2,-1.5,-2.8,0.3
Cc1cccc(N2CCN(S(=O)(=O)c3ccc4[nH]c(=O)ccc4c3)CC2)c1C,-1.9,-2.4,-2.3,2.2,-4.1,0.3,3.2
C[C@@H]1CN([C@H](C)CO)C(=O)Cc2cc(NC(=O)Cc3cn(C)c4ccccc34)ccc2O[C@H]1CN(C)S(=O)(=O)c1ccccc1,0.4[16.7 µM],-10.8,-0.2,1.7,2.7,-0.7,-2.3
Cc1nn(C)c(NC(=O)c2ccccc2Cl)c1Br,2.1,-5.9,1.2,-5.2,4.5,-1.2,0.0
Cc1ccc(-n2c(O)c(C=Nc3ccccc3-c3n[nH]c(=S)[nH]c3=O)c3ccccc3c2=O)cc1C,-8.2,1.7,-1.6,8.9,-0.8,10.3,3.6
CS(=O)(=O)N(CCc1ccccc1)CC(=O)NCc1ccccc1Cl,6.4,·,0.6,9.7,-2.8,0.3,1.5

# From PubChem
